GPR151 beta-arrestin: GPR151 agonism via beta-arrestin recruitment – cell-based, PathHunter beta-arrestin, luminescence, set 2, confirmation (AID 1508608) | GPR151 PathHunter beta-arrestin cells, luminescence, 90 min; active compounds read high; 100% = signal from added EA reagent | activation, % at 11.2 µM | hit rate 0.9% among 2,300;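 active = mean activation across replicates above 26.72%, the hit cutoff set for this confirmation screen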;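 also: 0% = plate median of compound wells and 100% = EA reagent high control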
GPR119 activation: off-target GPR119 activation – cell-based, PathHunter beta-arrestin, luminescence, set 2, counter-screen for GPR151 activator project, confirmation (AID 1508607); hit rate 0.9% among 2,300; GPR119 PathHunter beta-arrestin cells, luminescence, 90 min; active compounds read high; activation, % at 11.2 µM;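 active = mean percent activation across replicates above the counterscreen hit cutoff of 9.17%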;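 also: 0% = median of sample wells and 100% = wells given EA reagent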
* hit, by the source's call. Not all compounds are listed, so the mix of outcomes need not match the whole.

SMILES	GPR151 beta-arrestin	GPR119 activation
O=c1c2ccccc2nc(/C=C/c2ccco2)n1-c1ccc(O)cc1	9.9	2.0
COc1ccc(N2CCN(C3CCCN(C(=O)Cc4c(C)noc4C)C3)CC2)cc1 (stereo not given)	0.0	3.0
COC(=O)c1ccc(COc2cc(C)cc3oc(=O)c4c(c23)CCCC4)cc1	1.5	1.9

One compound at a time, as listed above. Order of values: GPR151 beta-arrestin, GPR119 activation
O=c1c2ccccc2nc(/C=C/c2ccco2)n1-c1ccc(O)cc1 reads 9.9, 2.0
COc1ccc(N2CCN(C3CCCN(C(=O)Cc4c(C)noc4C)C3)CC2)cc1 (stereo not given) reads 0.0, 3.0

Assay outcomes from PubChem BioAssay.
